Screens deposited in PubChem by Sanford-Burnham Center for Chemical Genomics.
NOD1 inhibition: NOD1 signaling inhibitors, primary screen, cell-based, luminescence, uHTS (AID 1578). 290,000 compounds, 1% hits. NOD1-driven NF-kB luciferase reporter cells, luminescence; higher % means a stronger effect. inhibition, % at 4 µM, or EC50 in µM where a hit was titrated; in the data active = inhibition mostly above about 36%, no sharp cut-off; inactive = mostly below about 34%;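 also: HEK-293T reporter cells stimulated with the NOD1 agonist gamma-tri-DAP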
PMI inhibitors: MPI enzyme activity inhibition – biochemical, fluorescence intensity, coupled assay, primary screen (AID 1209); purified PMI enzyme, coupled fluorescence intensity; higher % means a stronger effect; inhibition, % at 20 µM, or IC50 in µM where a hit was titrated; 190,000 compounds, 0.42% hits;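 also: plate controls were DMSO vehicle for no effect and wells lacking substrate for full effect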
KOR beta-arrestin-1: kappa opioid receptor blockers – cell-based, luminescence, uHTS (AID 1778). KOR beta-arrestin recruitment, luminescence, antagonist mode; higher % means a stronger effect. inhibition, % at 10 µM; hits with a dose series show IC50 in µM. 290,000 compounds, 0.091% hits; also: strong numbers were not always called active
LYP inhibition: inhibitors of LYP phosphatase, biochemical, fluorescence intensity, uHTS (AID 1779); recombinant LYP phosphatase, fluorescence intensity; higher % means a stronger effect; inhibition, % at 11.5 µM; hits with a dose series show IC50 in µM; 290,000 compounds, 0.054% hits;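 also: plate controls were vehicle with enzyme for no effect and no enzyme for full effect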
human PMI inhibitors: MPI inhibition at elevated mannose 6-phosphate – biochemical, fluorescence intensity, high mannose 6-phosphate, primary screen (AID 1220) | recombinant PMI enzyme, coupled fluorescence intensity; higher % means a stronger effect | inhibition, % at 20 µM; hits with a dose series show IC50 in µM | 190,000 compounds, 0.66% hits
NOD2 inhibition: NOD2 signaling inhibitors, cell-based, luminescence, uHTS, HEK293 (AID 1566); HEK293 NOD2/NF-kB luciferase reporter, luminescence; higher % means a stronger effect; one-dose inhibition, % at 4 µM; EC50 in µM for titrated hits; 290,000 compounds, 0.63% hits; also: many of its hits are not listed in these tables
KOR beta-arrestin-2: KOR agonists, beta-arrestin recruitment, primary screen, cell-based, luminescence, uHTS (AID 1777). KOR beta-arrestin recruitment, luminescence; higher % means a stronger effect. one-dose activation, % at 10 µM; EC50 in µM for titrated hits. 280,000 compounds, 0.02% hits; in the data active = activation above about 50%, passing the limit was not always enough; also: a part of the inactive calls stands beside numbers as strong as those of hits
XIAP displacement: small molecules displacing peptide from XIAP – biochemical, IAP family, fluorescence polarization (AID 1018). XIAP BIR domain, fluorescence polarization peptide displacement; higher % means a stronger effect. displacement, % at 20 µM; hits with a dose series show IC50 in µM. 200,000 compounds, 0.007% hits; in the data active = displacement above about 50%; also: a part of the inactive calls stands beside numbers as strong as those of hits
TNAP activators: stimulation of alkaline phosphatase TNAP activity – biochemical, luminescent, no phosphate acceptor, uHTS, primary screen (AID 1001). purified TNAP, luminescent activation assay, no phosphate acceptor; higher activation fold means a stronger effect. 200,000 compounds, 0.03% hits. one-dose activation fold at 20 µM; EC50 in µM for titrated hits; in the data active = activation fold from about 3, or a potency from the dose series; inactive = the rest, 99 in 100 with activation fold below about 1.6; also: many of its hits are not listed in these tables
Active calls of the source: *; . = no result given; [ ] = remark or other dose. Rule as the data show it, unless noted: active = inhibition above about 50%; inactive = the rest. An excerpt. The share of hits here may be higher or lower than overall.

SMILES	NOD1 inhibition	PMI inhibitors	KOR beta-arrestin-1	LYP inhibition	human PMI inhibitors	NOD2 inhibition	KOR beta-arrestin-2	XIAP displacement	TNAP activators
CCc1nnc(NC(=O)C2CC(=O)N(c3ccc4c(c3)OCCO4)C2)s1 (configuration not stated)	-15%	-9%	-3%	-4%	-3%	12%	2.1%	-15%	1.1
Cc1ccc(OCC(=O)N/N=C/c2cccn2C)cc1	-3%	4%	8%	0%	5%	2%	-1.9%	-0.7%	0.9
Fc1ccccc1NC(=S)N1CCN(C/C=C/c2ccccc2)CC1	-5%	2%	14%	-10%	-5%	12%	4.7%	-2.0%	1.1
Cc1cccc(S(=O)(=O)C(C#N)c2nc3ccccc3nc2N2CC(C)OC(C)C2)c1 (configuration not stated)	3%	-19%	-44%	-3%	-59%	3%	1.6%	-8.4%	1.1
COc1ccc(OC)c(S(=O)(=O)n2cnc3ccccc32)c1	54%	.	-78%[20 µM]	-6%	.	1%	-0.2%	.	.
O=S(=O)(c1ccccc1)n1c(C(O)c2ccccn2)cc2ccccc21 (configuration not stated)	-38%	4%	.	-6%	3%	15%	-4.0%	-2.7%	1.1
CCC1CSC(Nc2ccc(C(=O)/C=C/c3ccc(Br)cc3)cc2)=N1 (configuration not stated)	-64%	5%	-1%	3%	4%	-59%	6.8%	1.3%	1.1
COCCn1c(SCC(=O)N(C(C)C)C(C)C)nnc1-c1cc2ccccc2cc1O	38%	0%	-9%	2%	13%	10%	2.6%	-22%	1
O=[N+]([O-])/C=C/c1cn(Cc2ccc(Cl)cc2)c2ccccc12	-12%	18%	7%	-1%	8%	8%	4.7%	-22%	1
CN(C)c1c(N)c(=O)oc2ccccc12	-32%	-3%	-28%	-4%	-2%	6%	1.1%	-5.3%	1
COc1cccc(N(C(=O)Cn2nnc(-c3cccs3)n2)C(C(=O)NC(C)C)c2ccc(C)o2)c1 (configuration not stated)	23%	7%	-19%	-4%	2%	17%	5.4%	-2.8%	1.1
CCO[C@@H]1OC(C(=O)NCc2nc3ccccc3[nH]2)=C[C@H](c2csc3ccccc23)[C@H]1CCCO	-29%	11%	2%	5%	8%	31%	5.6%	-5.3%	1.2
CCOC(=O)c1c(CSc2cccs2)n(C)c2cc(Br)c(O)c(CN(C)C)c12	-28%	14%	-106%[20 µM]	-1%	16%	9%	.	7.5%	1
Cc1ccc(N2C(=O)c3ccccc3C2=O)cc1	-8%	.	-2%	-3%	.	4%	5.0%	.	.
CCOc1ccccc1NC(=O)CSc1nnc2ccc(-c3cccnc3)nn12	-49%	-7%	10%	-2%	-11%	-1%	-2.8%	4.2%	1.1
COc1ccc(OC)c(NC(=O)c2ccc3c(c2)CCN3S(C)(=O)=O)c1	-17%	.	6%	-8%	.	8%	1.9%	.	.
CCOC(=O)N1CCN(C(=O)c2ccc(Cl)c(S(=O)(=O)N3CCCC3)c2)CC1	-21%	.	-5%	-11%	.	4%	0.1%	.	.
O=C(Nc1ccc(CN2CCOCC2)cc1)c1ccc(N2CCCC2)c([N+](=O)[O-])c1	-30%	15%	6%	-2%	15%	16%	-6.9%	-3.9%	1
COc1cc(S(=O)(=O)NCC2CCCO2)ccc1Br (configuration not stated)	-9%	-2%	16%	0%	-1%	0%	-11%	-0.6%	1.1
CCN(CC)S(=O)(=O)c1ccc(N2CCOCC2)c(NC(=O)Cc2ccccc2F)c1	-10%	8%	-23%	0%	3%	21%	5.2%	-7.1%	1.1
CCS(=O)(=O)N1CCC(C(=O)Nc2cccc(F)c2)CC1	-6%	.	-40%	-7%	.	4%	14%	.	.
Fc1ccc(NC(=S)N2CCCC2)cc1Cl	-9%	0%	-16%	-2%	11%	2%	6.1%	-1.3%	1.1
OCCC1CN(CC#Cc2ccccc2)CCN1C1CCCC1 (configuration not stated)	-26%	-1%	16%[20 µM]	-3%	-3%	-11%	.	-7.5%	1.1
Cc1ccc([N+](=O)[O-])c(C(=O)N/N=C/c2cccs2)c1	-7%	.	19%	5%	.	-2%	-3.6%	.	.
Cc1cccc(C)c1N1CCN(S(=O)(=O)c2ccccc2)CC1	-30%	7%	-15%	7%	2%	-13%	0.4%	-2.9%	1
(next part)
SMILES	NOD1 inhibition	PMI inhibitors	KOR beta-arrestin-1	LYP inhibition	human PMI inhibitors	NOD2 inhibition	KOR beta-arrestin-2	XIAP displacement	TNAP activators
COc1ccc(N(CC(=O)Nc2cccc(F)c2)S(=O)(=O)c2c(C)[nH]c(=O)[nH]c2=O)cc1	5%	.	-20%	-12%	.	-7%	-4.9%	.	.
COc1ccc(/C(C)=C2\SC(=S)N(CCC(=O)O)C2=O)cc1	11%	-3%	13%	-4%	-4%	3%	1.1%	-3.3%	1
COc1ccc(C(=O)CCN2CCC(C)CC2)cc1	-14%	.	25%	0%	.	-12%	-8.3%	.	.
O=C(NNC(=O)c1ccccc1F)C1=NN(c2ccccc2)C(=O)CC1	8%	.	9%	0%	.	-6%	-1.3%	.	.
CCC(C)c1ccccc1NC(=O)c1cccnc1 (configuration not stated)	6%	2%	19%	-1%	-2%	16%	0.8%	-6.1%	1
COC(=O)c1c(NC(=O)/C=C/c2ccc3c(c2)OCO3)sc(C)c1C	-25%	12%	-24%	3%	3%	11%	-5.0%	-0.3%	1
Fc1ccc(CNCc2cccc(Br)c2)cc1	-20%	-15%	5%	-3%	-12%	2%	-3.0%	-3.7%	1.1
CC1(c2ccccc2)CC(c2ccccc2)=Nc2ccccc2N1 (configuration not stated)	-10%	.	12%	-2%	.	-1%	5.9%	.	.
COc1ccc(C(C)C)cc1S(=O)(=O)NCc1ccccn1	-9%	2%	3%	-3%	-10%	-1%	4.6%	-5.4%	1.1
CCOC(=O)N1CCC(NC(=O)CN2C(=O)CSc3nc(C)cc(C)c32)CC1	-2%	5%	6%	-6%	12%	1%	1.0%	-6.1%	1
CCCCN(CC)Cc1c(O)ccc2c(-c3ccccc3)cc(=O)oc12	-5%	.	8%	0%	.	6%	0.7%	.	.
N#Cc1c(C(F)(F)F)cc(=O)n2c1[nH]c1ccccc12	43%	.	-12%	-18%	.	23%	7.7%	.	.
CCn1c(C)nc([N+](=O)[O-])c1Sc1ccc(F)cc1	9%	2%	-14%	-3%	7%	-3%	-2.1%	-4.9%	1
Cc1nnc2sc(SCC(=O)Nc3cccc(Cl)c3)nn2c1=O	-4%	-1%	11%	-7%	2%	4%	-6.5%	-0.8%	1.2
CCOc1ccc(S(=O)(=O)NC(C)C(=O)NCc2cccnc2)cc1 (configuration not stated)	-28%	.	2%	-3%	.	10%	-3.8%	.	.
COC(=O)C1(CCSC)NC(c2ccc(OC)cc2OC)C2C(=O)N(c3cccc(C(C)=O)c3)C(=O)C21 (configuration not stated)	-21%	.	15%	-6%	.	3%	1.3%	.	.
CCOc1ccccc1NC1c2ccccc2C(=O)N1c1cccnc1 (configuration not stated)	-9%	-8%	-4%	-3%	-7%	3%	-5.9%	-0.2%	1.1
CC(NC(=O)c1ccncc1)C(c1cccs1)N1CCOCC1 (configuration not stated)	-38%	-3%	1%	2%	-1%	-8%	4.2%	-5.0%	1
O=c1[nH]c(C2CCN(S(=O)(=O)c3ccccc3F)CC2)nc2c1nnn2Cc1ccc2c(c1)OCCO2	-13%	.	4%	-8%	.	7%	-4.7%	.	.
Cc1cc(CN(C)C(=O)c2cc(COc3ccc(C)c(C)c3)on2)on1	-61%	.	-3%	-9%	.	-25%	1.5%	.	.
COc1cccc(C2c3[nH]c4ccccc4c3C[C@H]3C(=O)N(C4CCN(Cc5ccccc5)CC4)CC(=O)N23)c1 (some centres not stated)	-8%	.	9%	-4%	.	0%	-1.5%	.	.
Cc1cc(C(=O)Nc2cccc(C(=O)O)c2)oc1C	75%	13%	9%	-3%	4%	-106%	-2.9%	-7.4%	1.1
CCOP(=O)(OCC)C(NC(=O)Nc1cccc(Cl)c1)c1ccccc1 (configuration not stated)	-34%	10%	40%	-2%	9%	-1%	0.4%	-0.6%	1.3
CCC(=O)NNc1nc2c(F)cccc2s1	-34%	-4%	0%	-10%	-1%	-7%	-3.1%	-7.2%	2.5
COc1ccc(NC(=O)c2[nH]c(C)c(C(C)=O)c2C)cc1	-25%	1%	7%	-2%	9%	-30%	-8.2%	-8.2%	1
(cont.)
SMILES	NOD1 inhibition	PMI inhibitors	KOR beta-arrestin-1	LYP inhibition	human PMI inhibitors	NOD2 inhibition	KOR beta-arrestin-2	XIAP displacement	TNAP activators
NC(=NC(=O)c1ccccc1)N1CCOCC1	3%	0%	17%	-6%	-2%	5%	-2.0%	-0.6%	1.1
CC1CCc2c(C(=O)NCC3CCCO3)csc2C1 (configuration not stated)	-5%	3%	-45%	-3%	1%	-1%	8.0%	-14%	1.1
CCc1ccc2c(c1)C1(SC(NC(C)=O)=NN1C(C)=O)C(=O)N2CC (configuration not stated)	-36%	-12%	-7%	0%	-9%	2%	2.7%	-2.4%	1.1
O=C(Nc1ccccc1)OCCCc1ccccc1	-53%	0%	-4%	-6%	-2%	-48%	-3.4%	-1.3%	1.1
CNC(=O)c1sccc1SCc1c(Cl)cccc1Cl	12%	3%	.	-4%	-4%	-8%	0.2%	-4.3%	1.1
NS(=O)(=O)c1ccc(CNC(=O)C23CC4CC(CC(C4)C2)C3)cc1	16%	7%	-3%	-9%	8%	16%	-10%	-8.6%	1.1
COC(=O)/C(=C\Nc1ccc(Cl)cc1Cl)NC(=O)c1ccc(OC)cc1	-6%	.	-53%	4%	.	-23%	2.8%	.	.
Cn1ccnc1SCC(=O)NC1CC1	10%	-4%	-2%	-12%	-6%	20%	-3.5%	-6.8%	1
CC(C)CNS(=O)(=O)c1ccc(OCC(=O)NCC2CCCO2)c(Cl)c1 (configuration not stated)	1%	1%	-1%	-7%	-2%	13%	0.7%	-5.8%	1.1
CC(=O)Nc1ccccc1NC(=O)C/C(C)=N/NC(=O)C(=O)Nc1cccc(Cl)c1C	-28%	-8%	0%	-5%	4%	9%	-3.4%	-6.2%	1.1
CN1CCC(=O)N([C@H](CN=[N+]=[N-])Cc2ccccc2)CC1	-30%	.	-10%[20 µM]	-6%	.	12%	-3.7%	.	.
CC(C(=O)NCc1ccc2c(c1)OCO2)N1c2cccc3cccc(c23)S1(=O)=O (configuration not stated)	4%	22%	-10%	3%	34%	18%	3.8%	2.1%	1
COc1nc(C)nc(NC(=O)NS(=O)(=O)c2ccc(C)cc2)n1	1%	-2%	1%	2%	-8%	4%	-0.9%	-1.2%	1.1
CCCCCn1c(N)c(C#N)c2nc3ccccc3nc21	8%	20%	9%	-21%	43%	14%	-3.8%	-5.4%	1

An excerpt from above in order of the KOR beta-arrestin-1 value, rising:
SMILES	NOD1 inhibition	PMI inhibitors	KOR beta-arrestin-1	LYP inhibition	human PMI inhibitors	NOD2 inhibition	KOR beta-arrestin-2	XIAP displacement	TNAP activators
CC1CCc2c(C(=O)NCC3CCCO3)csc2C1 (configuration not stated)	-5%	3%	-45%	-3%	1%	-1%	8.0%	-14%	1.1
CC(C)CNS(=O)(=O)c1ccc(OCC(=O)NCC2CCCO2)c(Cl)c1 (configuration not stated)	1%	1%	-1%	-7%	-2%	13%	0.7%	-5.8%	1.1
CC(=O)Nc1ccccc1NC(=O)C/C(C)=N/NC(=O)C(=O)Nc1cccc(Cl)c1C	-28%	-8%	0%	-5%	4%	9%	-3.4%	-6.2%	1.1
CCCCCn1c(N)c(C#N)c2nc3ccccc3nc21	8%	20%	9%	-21%	43%	14%	-3.8%	-5.4%	1
